# CCT modulator – modulators of cytosolic chaperonin (CCT/TRiC) activity. purified chaperonin ATPase assay, HTRF ADP detection, 30 min. actives 0.3% (n = 360,000). AID 651819. activity change, % (test concentration not listed), hits read low; in the data active = activity change below about -30%; also: % is scaled to controls: 0 for no effect and ±100 for the full control effect
#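 First, chaperonin was dispensed at 40 nM or 20 nM final depending on batch activity. Next, compounds were pinned at 76 uM and ATP added at 10 uM. After 30 min at 37 °C, ADP detection reagents ran 30 min at ambient temperature.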
# D3 antag – blocks the human D3 dopamine receptor. P35462. D3R cells, DiscoveRx beta-arrestin luminescence, antagonist mode; active compounds read low. max response, negative = inhibition, %. actives 2.5% (n = 360,000). AID 652054; in the data active = max response below about -50%; inconclusive = no clear call, values can overlap the other calls; also: % is scaled to controls: 0 for no effect and ±100 for the full control effect; mostly tested at two doses, the higher about 12 µM
#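 Cells expressing the human receptor were seeded at 1500 cells/well, incubated overnight at 37 degrees C in 5% CO2, then exposed to library compounds with dopamine controls for 90 minutes at 37 degrees C before luminescent detection.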
# Mm-Cpn inhibitor – M. maripaludis TRiC chaperonin inhibition. purified Mm-Cpn ATPase, ADP Transcreener TR-FRET. Potency, µM (doses to about 76.9 µM), without a hit: top-dose activity, negative = inhibition, actives largely listed as inhibitors. actives 0.031% (n = 330,000); also: potency is read from the fitted curve at half-maximal effect; % is scaled to controls: 0 for no effect and ±100 for the full control effect; nearly all actives have a fitted effect of over 80% in size
#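 Compound-treated chaperonin, 25 nM final, turns over 10 uM ATP at 37°C for 30 min following a 10 min preincubation; ADP generated competes with ADP-d2 for Eu-cryptate antibody, lowering FRET.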
# D3 ag – agonists of human D3 dopamine receptor. AID 652048. D3R DiscoveRx beta-arrestin cells, luminescence, 90 min. max activation, %. actives 0.58% (n = 410,000); in the data active = max activation above about 30%; also: 0% is about no effect; mostly tested at two doses, the higher about 12 µM
#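 Agonist-mode cell screen: cells plated at 1500/well and incubated overnight at 37 °C, then exposed to library compounds for 90 min at 37 °C. Detection reagent was added for 30–60 min at room temperature, and luminescence was read.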
# Akt phos inh – Akt phosphorylation inhibition | Neuro2A IGF-stimulated pAkt S473 HTRF, 20 min; active compounds read low | activity change, % for hits at 50 µM | actives 0.32% (n = 360,000) | AID 651550; in the data active = activity change below about -80%; inconclusive = mostly about -51% to -80%; also: % is scaled to controls: 0 for no effect and ±100 for the full control effect
#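 Neuro2A cells (4,500/well, DMEM with 0.5% FBS) were treated with compound at a single 50 µM final concentration, stimulated with 6 nM IGF for 20 min at 37 °C, and lysed. Phospho-Akt Ser473 was read by HTRF as 665/615 ratio ×10^4.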
# PTHR1 ag – agonists of human PTHR1 parathyroid hormone receptor. HEK293 GP2 PTHR1 cells, GloSensor cAMP luminescence, 1 h. actives 0.075% (n = 410,000). Q03431. AID 743266. Potency, µM (doses to about 115 µM), for inactives: at the highest dose activation, actives largely listed as activators; also: potency is read from the fitted curve at half-maximal effect; nearly all actives have a fitted effect of over 55% in size; some results filed as inactive show a strong effect at the top dose; inactives centre near -15; many of its hits are not listed in these tables
#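 HEK-293-derived GP2 cells expressing PTHR1 and a GloSensor cAMP reporter, 3,000/well, plated overnight, given luciferin plus IBMX (each 0.5 mM as added) for 1 h at 37 °C, then compound for 1 h at 37 °C. Luminescence was read after 15 min at room temperature.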
# EPAC2 agonist – activates human EPAC2 exchange factor; Q8WZA2; EPAC2 activation, biochemical qHTS; response scale: 100% = 6.5 mM cAMP response; Potency, µM (top dose mostly 154 µM), without a hit: at the highest dose activation, usual class: activators; actives 0.079% (n = 360,000); AID 720711; also: potency is read from the fitted curve at half-maximal effect; nearly all actives have a fitted effect of over 50% in size
# Target sequence (Q8WZA2 whole entry, looked up): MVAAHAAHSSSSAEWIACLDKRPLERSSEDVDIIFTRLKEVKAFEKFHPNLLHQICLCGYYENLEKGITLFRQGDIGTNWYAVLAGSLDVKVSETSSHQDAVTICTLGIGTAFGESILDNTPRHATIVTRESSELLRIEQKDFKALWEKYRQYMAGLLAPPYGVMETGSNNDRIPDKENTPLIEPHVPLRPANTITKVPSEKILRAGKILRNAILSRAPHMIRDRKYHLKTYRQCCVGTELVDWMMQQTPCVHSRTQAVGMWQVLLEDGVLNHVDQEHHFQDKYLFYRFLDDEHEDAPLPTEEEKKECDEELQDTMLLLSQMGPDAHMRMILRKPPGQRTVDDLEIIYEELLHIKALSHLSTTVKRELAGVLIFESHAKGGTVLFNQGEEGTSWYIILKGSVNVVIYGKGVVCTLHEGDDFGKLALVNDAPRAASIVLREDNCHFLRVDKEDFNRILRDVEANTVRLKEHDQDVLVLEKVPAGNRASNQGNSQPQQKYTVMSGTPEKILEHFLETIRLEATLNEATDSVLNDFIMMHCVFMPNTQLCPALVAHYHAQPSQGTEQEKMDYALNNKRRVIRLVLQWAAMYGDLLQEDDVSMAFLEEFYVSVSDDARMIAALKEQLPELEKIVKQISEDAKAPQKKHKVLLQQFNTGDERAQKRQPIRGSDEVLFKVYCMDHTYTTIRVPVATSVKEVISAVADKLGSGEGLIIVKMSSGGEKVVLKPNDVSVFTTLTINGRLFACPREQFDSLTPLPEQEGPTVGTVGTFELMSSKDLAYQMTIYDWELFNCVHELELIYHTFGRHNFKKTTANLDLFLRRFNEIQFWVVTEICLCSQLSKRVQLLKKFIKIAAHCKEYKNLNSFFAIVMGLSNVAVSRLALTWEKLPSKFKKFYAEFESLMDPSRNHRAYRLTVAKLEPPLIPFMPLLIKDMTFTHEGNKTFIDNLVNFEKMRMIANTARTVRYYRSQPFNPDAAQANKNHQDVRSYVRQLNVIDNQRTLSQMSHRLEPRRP
#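 In this primary screen, activation is scored as increased exchange of BODIPY-GDP from Rap1B by 100 nM EPAC2, with 50 uM GDP as competitor. Signal is normalized to the 6.5 mM cAMP agonist control.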
# EPAC2 antagonist – EPAC2 (human) antagonism; Q8WZA2; EPAC2 GEF exchange of Rap1B-BODIPY-GDP, fluorescence; Potency, µM (titrated, usually from 114 µM), without a hit: top-dose activity, negative = inhibition, hits mostly inhibitors; actives 0.18% (n = 360,000); also: potency is read from the fitted curve at half-maximal effect; % is scaled to controls: 0 for no effect and ±100 for the full control effect; nearly all actives have a fitted effect of over 45% in size; many of its hits are not listed in these tables
# An asterisk follows results filed as active; i = inactive; ? = inconclusive; . = no result given; & = joins results of further samples; [ ] = dose if it differs, or a comment. Unless noted, calls follow the shape of the dose curve; as a rule, active = well fitted curve in the direction sought with a large enough effect; inconclusive = small, poorly fitted or top-dose-only effect, or another doubt; inactive = no such curve, though single readings can be large; an effect the other way counts as inactive or inconclusive. Not all compounds are listed; count on the stated rates, not on these rows.
# Field names: A = CCT modulator; B = D3 antag; C = Mm-Cpn inhibitor; D = D3 ag; E = Akt phos inh; F = PTHR1 ag; G = EPAC2 agonist; H = EPAC2 antagonist
COCCC1CCCCN1C(=O)c1ccc(OC2CCN(C(C)=O)CC2)c(OC)c1 (centres undefined)
  A: 0.4 | B: 4 | C: 5% | D: 10 | E: i | F: i | G: -5% | H: 5%

Cn1c(Cl)cnc1C(O)(c1ccccc1)c1ccccc1
  A: -1.5 | B: -1 | C: -2% | D: 3 | E: i | F: -15% | G: 4% | H: -23%

O=C(Nc1ccccc1C(=O)O)c1ccc(N2C(=O)C3CC=CCC3C2=O)cc1 (centres undefined)
  A: -0.9 | B: -27 | C: -1% | D: 1 | E: i | F: -12% | G: 5% | H: -2%

CCOC(=O)c1cnc2c(OC)cccc2c1N1CCN(c2ccccc2OC)CC1
  A: -1.5 | B: 13 | C: 0% | D: 0 | E: i | F: 1%[57.5 µM] | G: 10% | H: -10%

COCC1CCN(Cc2c(C(=O)N3CCc4ccccc4C3)nc3ccc(Cl)cn23)C1 (centres undefined)
  A: -1.7 | B: -12 | C: -7% | D: -11 | E: i | F: -20% | G: 11% | H: 14%

CCN(CC)C(=O)CN(c1ccc(C)cc1)S(=O)(=O)c1ccc(SC)cc1
  A: -1.0 | B: 9 | C: 1% | D: -1 | E: i | F: -7% | G: 3% | H: 2%

O=C(CP(=O)(c1ccccc1)c1ccccc1)N1CCOCC1
  A: -0.2 | B: -8 | C: 1% | D: 0 | E: i | F: i | G: 11% | H: -11%

CCOCCCNC(=S)N(CCN(C)C)Cc1cc2cc3c(cc2[nH]c1=O)OCCO3
  A: -0.7 | B: 0 | C: -4% | D: 4 | E: i | F: 10% | G: 8% | H: 2%

CC(=NCc1ccco1)c1c(C)[nH]n(-c2nc3ccccc3s2)c1=O
  A: -1.6 | B: 16 | C: 1% | D: -2 | E: . | F: -16%[57.5 µM] | G: 4% | H: 0%

CCOC(=O)c1cc(-c2ccccc2)nc2c(O)cccc12
  A: -1.3 | B: -8 | C: . | D: -1 | E: i | F: -17% | G: 21% | H: -22%

COc1ccc(-c2nnc(N)s2)cc1OC
  A: 1.2 | B: 11 | C: . | D: -2 | E: i | F: 5% | G: 9% | H: -1%

O=C(Nc1cccc2c1CCCC2)c1cc(C2CCCCN2C(=O)CCCc2ccccc2)on1 (centres undefined)
  A: -0.8 | B: -11 | C: . | D: -1 | E: i | F: -5% | G: 9% | H: 19%

Cc1ccc(OCC(=O)Nc2ccncc2)c(C)c1
  A: -1.1 | B: 28 | C: 1% | D: 5 | E: i | F: -25% | G: 5% | H: -10%

CCCn1nc(C(=O)Nc2nnc(C3CC3)s2)c2ccccc2c1=O
  A: -3.7 | B: -4 | C: 3% | D: 5 | E: i | F: i | G: 5% | H: -5%

O=C(Cn1nnc(-c2ccc(Cl)cc2)n1)NCCC1=CCCCC1
  A: 1.6 | B: -28 | C: -2% | D: -6 | E: i | F: i | G: 11% | H: -4%

COc1ccc(OC)c(S(=O)(=O)NCC(c2ccc3c(c2)OCO3)N2CCOCC2)c1 (centres undefined)
  A: -1.3 | B: 0 | C: -1% | D: -3 | E: i | F: i | G: -2% | H: 1%

CN(C)S(=O)(=O)c1cc(C(=O)NCc2ccccc2)c(Cl)cc1Cl
  A: -3.2 | B: -4 | C: 1% | D: -5 | E: i | F: -25% | G: 4% | H: -2%

CCN(CC)C(=O)Oc1ccc2c(=O)c(-c3ccc(OC)cc3)coc2c1
  A: -1.3 | B: 18 | C: -1% | D: 18 | E: i | F: -42%[inhibitor] | G: -2% | H: 1%

COc1ccc(NC(=O)c2ccncc2)cc1S(=O)(=O)N1CCCCC1
  A: 1.1 | B: 8 | C: . | D: 2 | E: i | F: -85%[inhibitor] | G: -9% | H: -11%

CC(C(=O)NC(c1ccccc1)c1ccccc1)N1CCOCC1 (centres undefined)
  A: -0.7 | B: 8 | C: 1% | D: 11 | E: i | F: i | G: -6% | H: -3%

Cc1ccc(-c2cnc(-c3ccncc3)o2)cc1
  A: -4.6 | B: 17 | C: -7% | D: -5 | E: i | F: i | G: 12% | H: -8%

COCc1c(C(=O)N/N=C/c2ccco2)nnn1-c1nonc1N
  A: -0.2 | B: 12 | C: 3% | D: 3 | E: i | F: -25% | G: -2% | H: 7%

C#CCOCCOCCOCCNc1nc(N2CCN(C(=O)C([C@@H](C)CC)n3cc(C(N)COC(=O)C(F)(F)F)nn3)CC2)nc(N2CCN(C(=O)C([C@@H](C)CC)n3cc(C(N)CC(C)C)nn3)CC2)n1 (some centres undefined)
  A: -1.2 | B: 26 | C: . | D: -7 | E: i | F: i | G: -4% | H: 11%

O=C(COc1ccc(Cl)cc1)Nc1ccc2oc(=O)ccc2c1
  A: -0.4 | B: 4 | C: -4% | D: -10 | E: i | F: i | G: -6% | H: 5%

CCC(=O)N1CCN(c2ccc(Cl)cc2NC(=O)Cc2ccccc2)CC1
  A: 1.0 | B: 2 | C: 2% | D: -7 | E: i | F: -11%[57.5 µM] | G: -36%[inhibitor] | H: -11%

Clc1ccc(-c2n[nH]c3c2CCCC3)cc1
  A: -0.1 | B: 2 | C: 0% | D: 3 | E: i | F: i | G: 5% | H: ?

CC(C)NC(=S)N1CCC(Cc2ccccc2)CC1
  A: 1.0 | B: 0 | C: 0% | D: 2 | E: i | F: -6% | G: 6% | H: 5%

O=C(O)c1cccc(C(=O)c2cccc3ccccc23)c1
  A: 0.0 | B: 6 | C: . | D: 10 | E: i | F: i | G: 3% | H: 4%

COc1ccc2oc(=O)c(C(=O)NCc3ccc(F)cc3)cc2c1
  A: -1.5 | B: -2 | C: -2% | D: 3 | E: i | F: i | G: -6% | H: 5%

Cc1cc(C)cc(NC(=O)c2cccc3c2C(=O)N(C2CCCCC2)C3)c1
  A: 0.1 | B: 9 | C: -2% | D: 2&9 | E: i | F: 2% | G: -1% | H: -3%

COc1ccc(C(=O)C[n+]2cc(Br)cc3ccccc32)cc1[N+](=O)[O-]
  A: -0.5 | B: -7 | C: -9% | D: -8 | E: i | F: -5% | G: 2% | H: -5%

CCC(C)N(C(=O)Cn1c(Cl)nc2c1c(=O)n(C)c(=O)n2C)C1CCS(=O)(=O)C1 (centres undefined)
  A: 1.1 | B: 0 | C: -7% | D: -5 | E: i | F: -11% | G: 6% | H: 0%

CCC1(c2ccc(OC)cc2)NC(=O)N(CC(=O)c2ccc3c(c2)OCCO3)C1=O (centres undefined)
  A: 0.0 | B: 4 | C: -1% | D: 2 | E: i | F: i | G: 5% | H: -9%

CCCN1CCN(C(=S)Nc2ccc([N+](=O)[O-])cc2)CC1
  A: -1.9 | B: -17 | C: 3% | D: -8 | E: i | F: -33%[inhibitor] | G: 8% | H: -7%

O=c1ccc2cc3c(-c4ccccc4)coc3cc2o1
  A: -1.3 | B: 5 | C: -19% | D: 10 | E: i | F: -20% | G: 17% | H: -9%

CCC1C(c2ccccc2)N(C)C(c2ccccc2)CC1(O)c1ccccc1 (centres undefined)
  A: -0.8 | B: 3 | C: -2% | D: -12 | E: i | F: -14% | G: 0% | H: -16%

CCOc1ccc(NC(=O)c2c(NC(=O)CN3CCCC3)sc3c2CCC3)cc1
  A: 0.5 | B: 4 | C: 0% | D: 13 | E: i | F: i | G: 5% | H: -1%

Cc1cc(NC(=O)CSc2nc3ccccc3c(=O)n2-c2ccccc2)no1
  A: -6.5 | B: 15 | C: 3% | D: 6 | E: i | F: -20% | G: 1% | H: 13%

Cn1c(Oc2ccc(F)cc2F)c(C=O)c2ccccc21
  A: 0.4 | B: -11 | C: -1% | D: 2 | E: i | F: -5% | G: 8% | H: ?

O/N=C(\c1ccccc1)c1nccc2ccccc12
  A: 1.9 | B: 9 | C: 3% | D: 4 | E: i | F: -6% | G: 10% | H: -23%

CCOC(=O)/C=C1\CC(=O)Nc2cc(C)c(C)cc2N1
  A: -0.6 | B: -23 | C: . | D: -10 | E: i | F: -23% | G: 6% | H: -4%

CCS(=O)(=O)n1nc(NCc2cccc(OC)c2)nc1NCc1cccc(OC)c1
  A: -1.4 | B: ? | C: 2% | D: 2 | E: i | F: -21% | G: 12% | H: -7%

CCc1noc(N)c1C(=O)Nc1ccc(F)c(Cl)c1
  A: -0.9 | B: 19 | C: 2% | D: -5 | E: i | F: i | G: 9% | H: -1%

CCCNC(=O)CN(C1CCCCC1)S(C)(=O)=O
  A: 0.9 | B: -23 | C: . | D: -5 | E: i | F: -1%[57.5 µM] | G: 6% | H: 14%

COCCCNC(=O)C(=O)NCC(c1ccco1)N1CCN(c2ccc(OC)cc2)CC1 (centres undefined)
  A: 1.2 | B: 23 | C: -1% | D: 0 | E: i | F: -57%[inhibitor] | G: -5% | H: 5%

CC(C)(C)n1ncc2c(=O)n(CC(=O)NCc3ccc(F)cc3)cnc21
  A: 0.3 | B: 4 | C: -2% | D: 2 | E: i | F: -14%[57.5 µM] | G: 3% | H: 2%

CCOCCCNC(=O)c1cc(Nc2ccc(OC)cc2OC)nc2ccccc12
  A: -1.8 | B: 26 | C: -2% | D: 1 | E: i | F: i | G: -1% | H: 3%

Cc1ccc(S(=O)(=O)c2nc(-c3ccc(F)cc3)oc2SCC(N)=O)cc1
  A: 0.5 | B: -4 | C: 0% | D: 1 | E: i | F: -28% | G: 4% | H: 4%

CC(=O)c1cccc(-c2ccnc3c2CC(C(=O)NCC2CCOCC2)O3)c1 (centres undefined)
  A: -0.1 | B: -24 | C: . | D: -3 | E: i | F: i | G: -4% | H: 10%

# In a second layout: results already given
structure | CCT modulator | D3 antag | Mm-Cpn inhibitor | D3 ag | Akt phos inh | PTHR1 ag | EPAC2 agonist | EPAC2 antagonist
CCCNC(=O)CN(C1CCCCC1)S(C)(=O)=O | 0.9 | -23 | . | -5 | i | -1%[57.5 µM] | 6% | 14%
COCCCNC(=O)C(=O)NCC(c1ccco1)N1CCN(c2ccc(OC)cc2)CC1 (centres undefined) | 1.2 | 23 | -1% | 0 | i | -57%[inhibitor] | -5% | 5%
CC(C)(C)n1ncc2c(=O)n(CC(=O)NCc3ccc(F)cc3)cnc21 | 0.3 | 4 | -2% | 2 | i | -14%[57.5 µM] | 3% | 2%
CCOCCCNC(=O)c1cc(Nc2ccc(OC)cc2OC)nc2ccccc12 | -1.8 | 26 | -2% | 1 | i | i | -1% | 3%
Cc1ccc(S(=O)(=O)c2nc(-c3ccc(F)cc3)oc2SCC(N)=O)cc1 | 0.5 | -4 | 0% | 1 | i | -28% | 4% | 4%
